Bioassay records: PubChem, several laboratories
AddAB inh: growth inhibition of E. coli expressing H. pylori AddAB, primary screen, AddAB inhibitor project, absorbance; AID 435030, 2010; inhibition, % at 11.9 µM; actives 0.29% (n = 330,000); in the data active means inhibition above about 12%;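 further: 0% = vehicle wells of infected cells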
phage Ecoli inh: growth loss of phage-infected E. coli, primary screen, RecBCD inhibitor project, absorbance, with phage, HTS | inhibition, % at 11.9 µM | actives 0.26% (n = 360,000); in the data active means inhibition above about 11%
PKA-R2B act: activators of PKA-R2B holoenzyme, primary screen, biochemical, fluorescence polarization, Cy5-IP20, human. cAMP-dependent protein kinase catalytic subunit beta (Homo sapiens) + cAMP-dependent …. PKA-R2B holoenzyme dissociation; R2B truncated from residue 108, S112A mutant; 0% DMSO only, 100% 113 µM cGMP. activation, % at 11.4 µM. actives 0.079% (n = 340,000). AID 504700, 2011;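 active means activation above a cutoff set at the mean over all compounds plus 3 SD, cut at about 18% in these data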;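 further: higher means more holoenzyme dissociation and a rise in polarization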
Target sequence (P31323 whole entry, looked up, other chains not shown, the tested form may be a part): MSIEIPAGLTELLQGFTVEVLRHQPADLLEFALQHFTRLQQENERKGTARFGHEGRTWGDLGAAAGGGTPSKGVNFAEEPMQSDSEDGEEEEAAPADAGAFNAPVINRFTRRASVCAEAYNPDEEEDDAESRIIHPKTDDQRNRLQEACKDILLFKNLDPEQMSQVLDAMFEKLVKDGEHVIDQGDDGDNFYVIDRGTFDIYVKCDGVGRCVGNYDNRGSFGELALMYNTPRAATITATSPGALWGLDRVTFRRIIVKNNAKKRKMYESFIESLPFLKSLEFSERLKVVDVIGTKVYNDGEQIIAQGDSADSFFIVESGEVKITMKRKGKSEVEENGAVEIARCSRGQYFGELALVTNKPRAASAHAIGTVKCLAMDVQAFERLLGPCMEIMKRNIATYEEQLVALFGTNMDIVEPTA
Mot1-301 SUMO: yeast Mot1-301 growth rescue at high temperature, primary screen, SUMOylation pathway inhibitor project, S. cerevisiae, ATP luminescence, 38.5C. S. cerevisiae Mot1-301 growth rescue; percent above DMSO median, 100 means doubled. growth rescue, % at 18.8 µM. actives 1% (n = 320,000);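 active means every valid replicate shows activation above 250% relative to neutral control wells; inactive means the rest, any valid replicate at or below 250%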;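 further: OY570 slx delta 5 strain wells were the positive control but not used for scaling; some compounds called inactive have numbers as strong as hits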
Tat export inh: E. coli Tat export inhibitors, primary screen, MC4100, TorA-mCherry reporter, fluorescence, single point; inhibition, % at 10 µM; actives 0.036% (n = 340,000); AID 488895, 2010;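 active means mean replicate inhibition at least 50% and at least half of replicates individually reaching 50%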;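 further: exported cargo escapes ClpAP degradation while cytoplasmic cargo is degraded and loses fluorescence; 0% = median of neutral control wells and 100% = median of NaSCN control wells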
PfHsp90 set2: growth inhibition of PfHsp90-expressing yeast, primary screen, antimalarial PfHsp90 inhibitor project, S. cerevisiae, BacTiter-Glo luminescence, single point, set 2; BacTiter-Glo ATP, 48 h; yeast lacking PDR1 and PDR3 efflux regulators; inhibition, % at 9.4 µM; actives 0.32% (n = 310,000); AID 504621, 2011;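 active means every replicate shows inhibition above about 80%, whatever the replicate mean, limit read from the data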;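 further: 0% = DMSO neutral controls and 100% = 20 µM radicicol positive controls; yeast relying on Plasmodium falciparum Hsp90 in place of its own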
OPRM1-OPRD1 ag: agonists of OPRM1-OPRD1 heterodimerization, primary screen, cell-based, luminescence; Mu-type opioid receptor (Homo sapiens) + Delta-type opioid receptor (Homo sapiens), …; cells; activation, % at 9.3 µM; actives 0.3% (n = 340,000); AID 504326, 2011; in the data active means activation above about 18%;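 further: 0% = vehicle-treated cells and 100% = reference agonist; values of inactives mirror those of a sister screen read the other way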
MOR-DOR inv ag: inverse agonists of MOR-DOR heterodimerization, primary screen, cell-based, luminescence; Mu-type opioid receptor (Homo sapiens) + Delta-type opioid receptor (Homo sapiens), …; cell-based MOR-DOR heterodimer luminescence, inverse agonism; inhibition, % at 9.3 µM; actives 0.21% (n = 340,000); AID 504357, 2011; in the data active means inhibition above about 22%, passing the limit was not always enough;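 further: 0% = cells with DMSO and 100% = wells without cells with DMSO; values of inactives mirror those of a sister screen read the other way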
PKA-R1A activ: activators of PKA-R1A holoenzyme, primary screen, biochemical, fluorescence polarization, Cy5-IP20, bovine R1A, mouse PKAc | cAMP-dependent protein kinase type I-alpha regulatory subunit (Bos taurus) + … | PKA-R1A dissociation; scaled: DMSO 0%, 113 µM cGMP 100% | activation, % at 11.4 µM | actives 0.083% (n = 340,000);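 active means percent activation above the mean of all tested compounds plus 3 SD, cut at about 19% in these data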;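 further: higher means more PKAc released from R1A so a rise in polarization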
Ecoli viability: E. coli V3065 growth inhibition, primary screen, counter-screen for AddAB inhibitor project, absorbance, OD600 | 18 h | inhibition, % at 11.9 µM | actives 0.27% (n = 330,000);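 active means inhibition above the campaign's mean inhibition across all tested compounds plus 3 SD, cut at about 9.9% in these data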;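 further: uninfected addAB+ strain grown without phage in ampicillin broth; 0% = DMSO wells and 100% = ciprofloxacin 0.95 µg/ml wells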
HTR5A inv ag: HTR5A inverse agonists in luminescence cell assay, primary screen, counter-screen for OPRM1-OPRD1 heterodimer inverse agonist project, full-deck HTS. HTR5A cell line, inverse agonism. inhibition, % at 9.3 µM. actives 0.083% (n = 340,000). AID 504634, 2011; in the data active means inhibition mostly above about 23%, no sharp cut-off; inactive means mostly below about 18%;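 further: 0% = cells with DMSO and 100% = no-cell wells with DMSO; some compounds called inactive have numbers as strong as hits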
Target sequence (P47898 whole entry, looked up): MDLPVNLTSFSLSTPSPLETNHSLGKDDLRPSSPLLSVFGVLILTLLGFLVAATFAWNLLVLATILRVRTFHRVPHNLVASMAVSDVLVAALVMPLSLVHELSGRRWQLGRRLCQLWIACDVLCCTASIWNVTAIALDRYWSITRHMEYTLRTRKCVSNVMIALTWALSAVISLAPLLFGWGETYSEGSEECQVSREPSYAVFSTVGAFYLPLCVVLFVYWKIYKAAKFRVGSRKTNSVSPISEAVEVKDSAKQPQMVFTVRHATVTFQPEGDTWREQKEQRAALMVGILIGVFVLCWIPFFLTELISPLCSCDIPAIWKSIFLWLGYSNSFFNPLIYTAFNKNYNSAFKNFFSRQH
Numbers without * were called inactive; / = not tested or not shown.

SMILES,AddAB inh,phage Ecoli inh,PKA-R2B act,Mot1-301 SUMO,Tat export inh,PfHsp90 set2,OPRM1-OPRD1 ag,MOR-DOR inv ag,PKA-R1A activ,Ecoli viability,HTR5A inv ag
CC(=O)Nc1ccc(NC(=O)C2CCCN(c3ncccn3)C2)cc1 (stereo not given),2.9,2.6,9,44,-2,-8,-2.9,17,-4,-1.8,20
Cc1ccc(S(=O)(=O)NCCN2CCOCC2)c(C)c1C,4.7,2.6,-2,0,7,23,-0.8,4,-6,3.0,2
O=c1c2c(nc3cc(-c4cccc(Cl)c4)[nH]n13)CCCC2,2.5,3.5,-5,10,-3,0,1.9,-9,-1,3.4,-5
COc1ccc(OC)c(C(=O)CSc2nc3ncccc3[nH]2)c1,0.8,0.4,2,29,-6,/,-1.1,6,-12,-0.6,-30
O=C(OCC(=O)N1CCN(C(=O)c2ccco2)CC1)c1ccc(Cl)c(Cl)c1,0.0,0.5,-3,46,3,9,-5.7,21,-3,0.9,-2
COc1ccc(NC(=O)Nc2ccc3nsnc3c2)cc1,4.0,5.3,-1,-19,1,-12,-1.0,6,-2,1.2,-3
COC(=O)c1ccccc1NC(=O)C1CCN(C(=O)c2cc(OC)cc(OC)c2)CC1,2.1,0.8,-13,32,1,25,-0.8,4,11,-1.5,-18
O=C(NCc1cccnc1)Nc1cc(Cl)cc(Cl)c1,-2.5,1.5,2,16,-2,-9,-1.9,8,6,-1.9,-16
Cc1[nH]ccc(=O)c1OC1OC(CO)C(O)C(O)C1O (stereo not given),2.9,3.0,-7,5,-1,9,-0.6,3,0,1.0,10
COc1cccc(N2C(=O)C3ON(c4ccccc4)C(c4cccs4)C3C2=O)c1 (stereo not given),-0.2,0.5,-7,26,15,13,-0.8,4,-3,-0.1,-5
CC(=O)c1ccc(OCC(O)CN2CCN(S(=O)(=O)c3cccc(Br)c3)CC2)cc1 (stereo not given),3.6,0.2,-17,129,-1,-99,-3.1,16,0,0.1,-32
Cc1cc(-c2onc(C)c2C(=O)N/N=C/c2ccccc2)no1,0.2,-1.2,5,-6,-1,17,-3.6,19,-7,-0.6,-4
CC(C)N1CCc2c(sc(N)c2C#N)C1,-0.6,1.0,6,-10,-6,-44,2.3,-12,-11,0.1,6
Cc1ccc(/C=C2\CCCC3=C2NC(=S)NC3c2ccc(C)cc2)cc1 (stereo not given),2.7,5.0,-14,-8,-4,13,3.0,-21,-13,1.4,-29
CC(C)(C)c1ccc(CNc2ccc([N+](=O)[O-])cn2)cc1,6.5,3.4,-1,73,8,-21,3.3,-20,-5,-0.8,-11
CC(C(=O)NCc1ccco1)n1nc(-c2ccccc2)c2cc(Cl)ccc21 (stereo not given),2.8,1.2,1,-1,-3,-3,2.5,-12,-2,1.1,-20
O=C(CSc1nnc2c(n1)[nH]c1ccccc12)Nc1ccc(N2CCOCC2)cc1,0.7,5.4,-1,-15,-7,-39,2.7,-14,12,2.6,-13
Cc1c(NC(=O)CCCCCN2C(=O)c3ccccc3C2=O)c(=O)n(-c2ccccc2)n1C,-0.1,2.8,-20,2,-8,-6,-0.8,5,1,-2.0,-32
CN(CC(=O)NCc1ccc(F)cc1)Cc1ccc(Br)cc1,0.6,1.3,4,-8,5,-10,2.3,-19,10,0.8,-26
COc1ccc(S(=O)(=O)N(C)C2CCN(C)CC2)cc1,1.5,1.5,-5,-17,4,-26,-2.7,15,-9,3.7,-10
OCCCNc1nc(-c2ccc(Cl)cc2)nc2ccccc12,2.1,1.3,-3,-5,0,28,1.6,-8,-17,-0.3,-17
CC(=O)c1ccccc1NC(=O)COc1ccc(N(C)S(=O)(=O)c2ccc(C)c(C)c2)cc1,3.3,0.5,11,20,2,-25,-1.7,7,1,-4.5,-16
CC(C)c1cc(C(=O)Nc2cccnc2)no1,2.6,/,0,0,-5,-32,-1.1,6,-2,-1.1,13
CCNC(=S)NNC(=O)c1cccc(Br)c1,2.6,-0.2,-15,-9,20,14,-2.1,13,14,1.4,-3
COc1ccc2cc(C3=CCCC3(C)C(=O)O)ccc2c1 (stereo not given),/,4.2,1,/,-3,-19,-1.3,6,15,/,-10

Remaining list, next part:
SMILES,AddAB inh,phage Ecoli inh,PKA-R2B act,Mot1-301 SUMO,Tat export inh,PfHsp90 set2,OPRM1-OPRD1 ag,MOR-DOR inv ag,PKA-R1A activ,Ecoli viability,HTR5A inv ag
N#Cc1ccccc1NC(=O)CN1C(=O)NC2(CCCC2)C1=O,3.1,2.5,1,-15,-1,-29,0.5,-3,-1,-2.8,1
C/C=C1\COC(C(=O)NCc2ccccc2)(C(F)(F)F)C=C1C=C(C)C (stereo not given),-0.4,2.2,-8,-1,13,16,2.0,-12,-4,-1.4,-9
CCN(CC)S(=O)(=O)c1ccc(N2CC(C(=O)NC3(C)CCS(=O)(=O)C3)CC2=O)cc1 (stereo not given),2.0,2.3,6,10,-2,7,-1.6,7,0,-0.2,2
Cc1nn(-c2ccccc2)c(Cl)c1/C=N/NC(N)=O,4.2,2.5,-6,12,-3,4,-1.1,5,-11,-1.5,13
CCOC(=O)c1[nH]c2ccc(Cl)cc2c1NC(=O)/C=C/c1ccc2c(c1)OCO2,-3.4,0.6,-5,-6,-11,-60,-1.7,10,3,-2.6,-9
COc1ccc2c(c1)CC(C1(O)C(=O)N(C)c3ccccc31)C2=O (stereo not given),-0.2,1.3,6,5,-4,10,-1.0,5,5,1.3,5
CN(Cc1cccs1)C(=O)COC(=O)CNC(N)=O,-0.8,3.7,4,/,2,16,-0.4,2,4,-1.3,-2
Cc1ccc(-n2c(C)cc(C(=O)COc3c(CO)cc(F)cc3CO)c2C)cc1C,1.1,2.8,5,-21,1,23,-0.5,3,-3,1.0,-18
CC(=O)NC(Cc1ccccc1C)C(=O)NC1CCN(C(=O)c2cccc(C)c2)CC1 (stereo not given),0.6,2.4,-12,-6,3,-5,-1.4,7,1,-0.7,-10
CN1CCc2c(sc(NC(=O)Cc3ccccc3)c2C(N)=O)C1,2.2,2.5,-2,-6,2,13,-0.9,6,-1,4.5,-36
Cc1noc(C)c1C(=O)NCCc1c(C)[nH]c2ccccc12,2.9,2.2,3,296*,-4,-15,-0.2,1,-2,0.8,15
CCc1cc2c(=O)[nH]c(-c3ccccn3)nc2s1,-3.1,0.0,-7,5,10,-3,-4.7,25,6,-7.7,6
Oc1c(C(c2cccc(F)c2)N2CCN(Cc3ccccc3)CC2)sc2ncnn12 (stereo not given),1.6,3.1,4,-9,4,8,-1.5,8,-5,3.0,-1
COC(=O)c1ccc(C(=O)OC)c(NC(=S)N2CCCC2)c1,1.5,-2.7,0,-7,-11,-45,-2.7,12,-4,-0.6,9
CC(C)(C)NC(=O)CSc1nc2ccc(NC(=O)CSc3nnnn3Cc3ccccc3)cc2s1,2.7,5.0,6,-16,13,-22,-0.7,4,5,0.4,3
COc1ccc(NC(=O)CNC(=O)Cn2c(C)cc3ccccc3c2=O)cc1OC,0.3,1.4,-7,7,-10,-6,-2.0,9,3,-1.1,7
Cc1ccccc1NC(=O)N1CCN(c2ncccn2)CC1,1.4,2.4,5,-11,8,17,0.8,-6,7,1.6,-8
CC1CCC(NC(=O)C2CCN(C(=O)Nc3ccccc3)CC2)CC1 (stereo not given),-0.8,5.6,-6,5,-12,-1,-0.9,4,9,-2.2,-17
CCCCNC(=O)CN1C(=O)NC2(CCCc3ccccc32)C1=O (stereo not given),0.9,3.4,2,-20,5,7,3.6,-20,4,-0.7,-17
Cn1c(Cn2nnc3ccccc32)nnc1SCC(=O)c1ccc(F)cc1,1.6,3.9,3,785*,-6,-25,2.4,-13,1,-0.1,-21
COc1c(Cl)cnn(-c2ccc(Cl)c(Cl)c2)c1=O,-1.9,3.8,4,21,-20,13,-1.1,5,7,-1.1,-5
COC(=O)c1nc2ccc(C)cn2c1F,-0.1,3.4,0,13,-7,3,-3.0,16,-10,-1.3,-13
Cc1ccccc1-c1noc(N)c1C#N,0.3,2.4,-25,-6,13,33,5.3,-29,-10,-1.6,3
COc1c2c(c(CCC(=O)O)c3c1C=CC(C)(C)O3)OC(C)(C)C=C2,/,1.1,0,/,-3,-2,-2.9,15,-2,/,-9
Cc1cccc(N2CCN(c3ccc(NC(=O)/C=C\C(=O)O)cc3)CC2)c1,3.5,0.8,-5,35,-13,2,2.2,-13,9,1.7,8

Other records.
SMILES,AddAB inh,phage Ecoli inh,PKA-R2B act,Mot1-301 SUMO,Tat export inh,PfHsp90 set2,OPRM1-OPRD1 ag,MOR-DOR inv ag,PKA-R1A activ,Ecoli viability,HTR5A inv ag
COc1cc(C2N(C)CCC3(OCCO3)C2(C)C)cc(OC)c1OC (stereo not given),4.5,0.4,-2,-9,0,4,-1.9,10,-9,-0.3,-18
CCN(CC1COc2ccccc2O1)C(=S)Nc1ccccc1 (stereo not given),-0.8,4.5,-5,-15,2,-9,2.3,-12,-1,0.2,-37
N#Cc1nc(COc2ccc(Br)cc2)oc1NCCN1CCOCC1,-0.1,2.4,1,-13,-2,5,-0.9,5,0,1.2,-4
CCC(C(=O)Nc1ccon1)c1ccccc1 (stereo not given),0.2,0.7,-1,-8,-4,18,-1.4,8,2,0.7,-3
CCCCn1c(N)c(N(CCOC)C(=O)Cn2c(=O)cnc3ccccc32)c(=O)[nH]c1=O,1.1,5.5,8,-6,5,32,-2.0,8,12,1.9,-14
CSc1ncccc1C(=O)OC(C)C(=O)Nc1cccc(S(=O)(=O)N2CCOCC2)c1 (stereo not given),0.0,3.3,2,21,-3,29,0.2,-1,-20,-1.1,6
NC(=O)c1c(NC(=O)CN2C(=O)CCC2=O)sc2c1CCCCC2,-1.1,3.8,-5,-8,14,22,-0.7,3,1,-0.3,-28
CC(CN1CCCC1)OC(=O)c1ccc(Cl)cc1 (stereo not given),0.2,2.3,-2,143,-4,-7,-3.9,18,-8,-0.6,12
CCOc1ccccc1OCCCC(=O)N(C)CC(=O)Nc1cc(C)ccc1C,1.6,1.2,-2,-17,-8,0,1.4,-7,2,0.5,16
COc1cccc(NC(=O)c2cc(OC)c(OC)c(OC)c2Br)c1,3.6,3.2,5,8,2,-13,-0.2,2,-2,-0.2,-7
